MBD2 inh – MBD2-methylated oligo binding inhibition | Q9UBB5 | TR-FRET, MBD2 binding to methylated oligonucleotide | inhibition, % at 4.4 µM | hit rate 0.31% among 370,000 | AID 686964; in the data active = inhibition above about 13%
Tn6 DDE FP – disrupts Tn6 cyclic peptide binding to fibrin D-Dimer-E complex; P02675; Fibrin DD(E) TRITC-Tn6 fluorescence polarization displacement; inhibition, % at 8.3 µM; hit rate 0.21% among 370,000;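 active = inhibition above a per-campaign cutoff: mean of compounds within control limits plus 3 SD, cut at about 15% in these data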;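 note: 0% = median of all compound wells on the plate and 100% = blocking peptide control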
PLC-beta3 inh – blocks human PLC-beta3 enzyme activity. hit rate 0.18% among 370,000. inhibition, % at 12.2 µM. Purified PLC-beta3, fluorogenic substrate, fluorescence; in the data active = inhibition above about 11%;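 note: 0% = median of compound wells on plate and 100% = full blocker control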
Target sequence (Q01970 whole entry, looked up): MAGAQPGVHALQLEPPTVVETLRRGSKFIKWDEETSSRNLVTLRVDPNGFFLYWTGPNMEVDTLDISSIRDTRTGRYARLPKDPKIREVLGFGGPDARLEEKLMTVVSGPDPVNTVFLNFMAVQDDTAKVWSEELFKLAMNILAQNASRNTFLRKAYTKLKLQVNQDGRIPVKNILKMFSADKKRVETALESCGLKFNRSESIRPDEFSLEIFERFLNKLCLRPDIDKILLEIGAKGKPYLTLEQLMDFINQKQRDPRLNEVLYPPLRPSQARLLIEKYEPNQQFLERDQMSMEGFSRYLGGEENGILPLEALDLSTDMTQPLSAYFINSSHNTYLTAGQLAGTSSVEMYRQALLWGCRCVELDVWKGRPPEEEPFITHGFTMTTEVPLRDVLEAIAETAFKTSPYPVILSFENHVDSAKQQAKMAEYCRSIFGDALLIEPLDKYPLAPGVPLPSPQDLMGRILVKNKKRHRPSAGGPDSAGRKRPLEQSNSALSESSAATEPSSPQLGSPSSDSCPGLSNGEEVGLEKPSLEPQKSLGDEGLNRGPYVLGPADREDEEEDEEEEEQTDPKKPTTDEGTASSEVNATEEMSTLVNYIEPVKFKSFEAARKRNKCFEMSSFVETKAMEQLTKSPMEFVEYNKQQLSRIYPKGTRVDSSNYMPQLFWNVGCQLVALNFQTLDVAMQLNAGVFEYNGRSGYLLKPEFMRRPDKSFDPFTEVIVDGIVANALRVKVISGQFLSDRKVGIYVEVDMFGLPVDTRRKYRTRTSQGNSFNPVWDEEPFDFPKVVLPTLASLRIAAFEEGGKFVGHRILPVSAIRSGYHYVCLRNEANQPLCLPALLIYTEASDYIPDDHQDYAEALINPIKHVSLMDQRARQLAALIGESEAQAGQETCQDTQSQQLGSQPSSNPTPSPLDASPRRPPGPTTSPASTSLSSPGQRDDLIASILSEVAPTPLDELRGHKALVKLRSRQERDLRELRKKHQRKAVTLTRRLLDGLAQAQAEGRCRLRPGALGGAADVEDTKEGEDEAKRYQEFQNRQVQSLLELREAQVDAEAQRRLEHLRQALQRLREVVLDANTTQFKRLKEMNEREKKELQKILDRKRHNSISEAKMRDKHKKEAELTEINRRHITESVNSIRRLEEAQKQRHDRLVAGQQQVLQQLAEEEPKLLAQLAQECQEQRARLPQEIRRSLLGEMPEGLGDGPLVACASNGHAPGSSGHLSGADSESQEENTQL
ARFGAP1 inhibitor – rat ARFGAP1 inhibition. Q62848. Arfgap1-stimulated ARF1 GTP hydrolysis, GDP FP detection. inhibition, % at 16.5 µM. hit rate 0.26% among 360,000;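 active = inhibition above a per-plate limit, mean inhibition of low control wells plus 3 SD, cut at about 25% in these data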;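 note: 0% = DMSO wells with enzyme and 100% = wells lacking Arfgap1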
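Replicates: Single well per compound | Assay system: Truncated rat Arfgap1 GAP domain | Control set: No-Arfgap1 wells (100%) versus DMSO full-reaction wells (0%) | Times: Enzyme reaction 120 min at 25 °C after 20 min preincubation | Reagent: Human ARF1(Δ1-17)-GTP substrate | Measured by: Tracer-displacement fluorescence polarization with EDTA stop, 620/688 nm | Measure: Percent inhibition of Arfgap1-stimulated GTP hydrolysis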
Tn7 DDE FP – disrupts Tn7 cyclic peptide binding to fibrin D-Dimer-E complex; FP displacement of FITC-Tn7 peptide from fibrin DD(E); 0% = median of compound wells per plate; inhibition, % at 8.3 µM; hit rate 0.13% among 370,000; P02675;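 active = inhibition above the mean of compounds falling within the control limits plus 3 SD of them, cut at about 14% in these data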;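 note: 0% = plate median of compound wells and 100% = 10 µM Aha-Tn7 peptide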
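system = human fibrin DD(E) protein | quantity = DD(E) 2 µM final | medium = Tris/NaCl/CaCl2 buffer, pH 7.8 | also added = labelled Tn7 tracer, 0.1 µM | compound dosing = single point at 8.3 µM | timing = compound with protein 10 min, then 3 h after probe, room temperature | signal = FP measurement | benchmarks = Aha-Tn7 high control | repeats = one replicate per compound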
PLC-gamma1 inh – PLC-gamma1 (human) inhibition, primary screen. inhibition, % at 12.2 µM. P19174. AID 720700. purified PLC-gamma1, fluorogenic substrate, fluorescence. hit rate 0.84% among 370,000; in the data active = inhibition above about 9.5%
ASAP1 inh – ASAP1 ArfGAP inhibition; ASAP1-stimulated ARF1 GTP hydrolysis, GDP FP detection; inhibition, % at 16.5 µM; hit rate 0.19% among 360,000; AID 624377; in the data active = inhibition above about 25%;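 note: 0% = vehicle with enzyme and substrate and 100% = no enzyme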
proKLK7 act – activates the human kallikrein-7 zymogen; P49862; purified proKLK7, EDANS-DABCYL substrate fluorescence; 100% is mature enzyme control, 0% vehicle; activation, % at 7 µM; hit rate 0.9% among 370,000; AID 652039;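 active = activation above the mean of all tested compounds plus 3 SD, computed per campaign excluding outliers beyond control limits, cut at about 13% in these data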
UHRF1 MBD2 ctr – blocks human UHRF1 binding to methylated DNA | Q96T88 | UHRF1 binding to methylated oligo, TR-FRET | inhibition, % at 4.4 µM | hit rate 0.75% among 370,000; in the data active = inhibition above about 21%;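 note: UHRF1 SRA domain binding a hemimethylated CpG hairpin DNA probe; 0% = median of test compound wells and 100% = reference inhibitor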
ADAM17 inh – inhibitors of human ADAM17. P78536. inhibition, % at 6.95 µM. recombinant ADAM17, EDANS/DABCYL FRET peptide cleavage. hit rate 0.83% among 370,000. AID 720648;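 active = inhibition above the mean of compounds lying between control limits plus 3 SD, set per campaign, cut at about 8.5% in these data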;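 note: 0% = DMSO-only wells as the low control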
Starred values were filed as active, the others as inactive.

SMILES	MBD2 inh	Tn6 DDE FP	PLC-beta3 inh	ARFGAP1 inhibitor	Tn7 DDE FP	PLC-gamma1 inh	ASAP1 inh	proKLK7 act	UHRF1 MBD2 ctr	ADAM17 inh
Cc1ccc(C(=O)NCC(=O)Nc2ccncc2)cc1C	3.5	-5.1	-15.3	1.7	-3.9	-1.1	2.4	0.6	2.6	-5.1
CCCCNC(=S)N(C)/N=C/c1ccc(OCC(=O)Nc2c(C)cc(C)cc2C)c(OC)c1	-0.7	-6.2	-0.3	-1.6	4.5	-2.3	-0.7	-0.7	-2.4	0.4
Cc1oc(/C=N/NC(=O)CN(c2ccccc2Br)S(C)(=O)=O)cc1Br	-0.3	0.8	-4.9	-8.9	3.9	-3.6	-8.4	-0.3	-3.3	0.1
CC(=O)Nc1ccc(S(=O)(=O)N(C)CC(=O)OCC(=O)N2CCCCC2)cc1	-3.0	-5.5	-5.2	8.4	-9.0	-0.8	-1.4	-0.1	1.2	-1.6
CC1C(=O)N2CCCc3cc(S(=O)(=O)N4CCN(c5ccc(F)cc5)CC4)cc1c32 (stereo not given)	-0.7	-3.3	-5.3	4.2	-2.6	2.5	-15.2	0.0	0.7	-3.2
O=C(NCc1cccs1)C(=O)NCC(c1ccco1)N1CCN(c2ccccc2F)CC1 (stereo not given)	-1.4	-2.2	-7.5	-8.3	-7.5	0.3	-2.5	-0.5	-0.1	-1.2
CCN(CC)CCNC(=O)c1ccc(NC(=O)c2cccc(S(=O)(=O)N3CCc4ccccc43)c2)cc1	1.0	-0.5	-5.3	5.5	-2.3	1.9	-10.8	0.1	-2.6	-1.3
COC(=O)/C=C1/S/C(=N/NC(=O)c2ccccc2)NC1=O	-4.0	-3.6	-5.6	-3.0	-8.0	-7.3	0.8	-0.1	1.2	1.8
COc1ccc(CCNc2nc(=O)[nH]nc2C)cc1OC	9.2	-4.4	1.0	6.2	4.6	5.0	-7.5	-0.1	3.9	-4.5
C[C@H](CO)N1C[C@H](C)[C@@H](CN(C)S(=O)(=O)c2cn(C)cn2)Oc2ccc(NC(=O)Nc3ccc4c(c3)OCO4)cc2C1=O	3.3	-8.9	-2.6	9.4	1.0	-0.2	-2.7	0.6	-2.6	-6.3
Cc1cccc(C)c1OCC(O)CN1CCCCC1 (stereo not given)	-2.5	9.9	-5.2	1.3	2.1	-0.5	-2.2	0.0	-0.7	-2.8
CCCN(CCC)CCCNC(=O)c1cc2c(=O)[nH]c3ccccc3c2s1	-4.4	1.4	-188.6	-3.6	-5.0	-138.3	-0.2	4.4	-7.5	-192.7
O=C(CCCN1C(=O)CSc2ncccc21)N1CCN(c2cccc(C(F)(F)F)c2)CC1	-5.3	7.4	-0.7	3.4	9.8	-0.2	-0.1	-1.1	-2.1	-0.2
O=C(CCNS(=O)(=O)c1cccc2nsnc12)NCc1ccco1	-4.1	1.9	4.2	8.8	2.5	3.2	7.0	0.3	0.4	4.2
O=C(NCCc1ccc2c(c1)OCCO2)c1ccccn1	0.2	9.2	-3.0	3.4	6.0	-3.1	2.1	0.0	0.7	0.9
Cc1csc2nc(CNS(=O)(=O)c3ccc4c(c3)OCCO4)cn12	-4.1	12.9	-1.4	-6.5	-2.2	-2.0	8.9	0.3	-1.2	-5.1
O=C(CC1C(=O)NCCN1C(=O)Nc1ccc(Cl)cc1)Nc1ccc(F)cc1 (stereo not given)	4.8	-4.0	-11.2	19.8	-2.8	2.4	-1.0	-0.3	2.7	0.7
O=C(CCC(=O)N1CCOc2ccc(Cl)cc21)NCCCN1CCN(c2ccccc2F)CC1	-3.6	-6.5	-1.9	-1.6	3.1	0.2	-6.2	-0.1	0.7	-3.1
CCn1c(COc2ccc(=O)n(-c3ccccc3)n2)nnc1SCc1ccc(OC)cc1	-1.4	0.5	1.2	-6.6	-2.9	-0.2	-8.7	-0.2	-3.5	-1.5
COc1ccc2nc3cc(Cl)ccc3c(Nc3cc(CN4CCCC4)c(O)c(CN4CCCC4)c3)c2n1	55.1*	-2.4	-30.1	-2.3	1.4	-25.0	3.9	6.4	72.1*	-46.2
O=C(O)c1ccccc1C(=O)Nc1ccccc1[N+](=O)[O-]	5.0	-0.2	-12.3	10.0	8.4	4.6	-2.1	0.2	2.4	-9.9
CN(C)CCN(Cc1ccco1)c1ccccn1	3.3	1.2	1.2	-0.3	0.0	-0.8	0.6	0.3	0.9	-2.1
Cc1ccc(-c2cc(C(=O)NCCCN3CCOCC3)c3ccccc3n2)cc1	-0.1	1.6	-90.1	2.2	-4.2	-77.8	6.9	3.5	0.2	-142.9
Cc1ccccc1OCCNc1cc(N2CCN(CCO)CC2)ccc1[N+](=O)[O-]	0.3	-3.0	6.0	7.7	-0.5	1.9	-9.1	0.0	-3.9	5.3
O=C(COc1ccc(Cl)cc1Cl)NCc1ccco1	3.2	-2.5	1.8	-8.2	-7.2	-2.3	-14.0	0.5	-0.5	-2.2
CC(=O)NCCc1cnc[nH]1	-0.5	-11.1	5.6	-4.2	0.7	1.1	1.3	-0.3	0.2	0.9
Cc1cccc(NC(=O)CO/N=C/c2ccc3c(c2)OCO3)c1	2.7	0.1	-3.8	-9.6	-1.0	-2.6	5.5	0.0	-1.8	4.3
C/C(=N/NS(=O)(=O)c1ccccc1)c1ccc(NC(=O)C(F)(F)F)cc1	-0.7	-7.7	2.0	4.8	-1.1	4.5	-1.1	0.2	0.6	2.5
CN(C(=O)CSc1nnc(N)s1)c1c(N)n(Cc2ccccc2)c(=O)[nH]c1=O	2.6	1.3	-3.1	7.5	0.8	-0.9	-7.2	0.2	-0.2	-2.9
O=C(COC(=O)c1ccc(Br)cc1)NC1CCCC1	-0.2	-3.4	-4.0	6.7	1.4	2.0	9.9	0.0	0.1	0.4
Cc1ccccc1NC(=S)NC12CN3CN(CN(C3)C1)C2	-3.0	1.7	-0.4	-2.3	-7.0	2.8	-10.6	0.1	1.4	0.8
C[C@@H]1CN([C@@H](C)CO)C(=O)Cc2cc(NC(=O)Nc3ccc(F)cc3)ccc2O[C@@H]1CN(C)Cc1ccc(Cl)c(Cl)c1	-0.5	-3.7	2.9	21.4	5.4	2.1	3.4	-0.4	0.0	13.0*
COc1cc(NC(=O)C2CCCCC2)c(OC)cc1NC(=O)CN1CCCCC1	0.0	4.4	-1.7	-8.6	8.7	0.5	-16.1	0.0	-0.4	1.7
CC1(C(=O)NS(=O)(=O)c2ccccc2C(F)(F)F)CCN1C(=O)COc1ccc(Cl)cc1 (stereo not given)	2.1	4.3	0.5	-1.8	-3.8	-0.7	1.2	0.6	1.4	-1.5
COC(=O)CCCCNC(=O)Nc1ccccc1	-4.7	5.2	1.0	6.3	-0.5	1.4	-2.6	-0.8	-4.3	-0.5
CCCCCCCCNCCS(=O)(=O)NC1CCCCC1	-4.8	1.5	2.4	2.7	4.5	4.0	-2.5	0.4	3.9	4.0
Cc1c(NS(=O)(=O)c2ccc(N(C)C3CCCCC3)c([N+](=O)[O-])c2)c(=O)n(-c2ccccc2)n1C	0.6	8.2	-0.8	5.0	3.6	0.0	-15.4	-0.1	-3.3	-0.2
CCOc1cc(N2CCOCC2)c(OCC)cc1NC(=O)c1cccc(S(=O)(=O)N2CCOCC2)c1	-6.2	0.1	2.5	7.7	-4.1	5.2	12.0	-0.3	-0.8	-6.5
Cc1cc(C(=O)NCc2cccnc2)no1	-2.7	1.9	1.4	0.3	-2.4	-0.8	-9.9	-0.3	0.6	-1.5
COC(=O)CC1C(=O)NCCN1C(=O)c1ccc([N+](=O)[O-])cc1 (stereo not given)	0.7	-0.4	-1.1	-2.8	-2.9	3.3	9.9	0.1	0.9	-2.4
CC1CC(C)CN(C(=O)c2cc3c(s2)CCC3)C1 (stereo not given)	-3.5	9.4	-1.9	-12.2	2.2	-5.5	-12.3	0.3	2.4	-1.3
O=C(CSc1nccn1Cc1ccccc1)NCc1ccccc1	0.0	0.5	-4.9	2.3	-1.5	-0.3	-4.5	-0.8	0.5	-4.0
O=C(O)c1ccc(COc2ccc([N+](=O)[O-])cc2)o1	-1.6	-1.8	-3.5	6.3	-4.6	1.6	8.0	-0.2	1.3	-2.0
Cc1ccc(SCC(=O)Nc2ccc3c(c2)C(=O)N(C)C3=O)cc1	0.4	-1.8	-7.7	14.2	-6.5	-5.7	4.4	-0.2	0.7	-2.5
Cc1ccc(/C=c2/sc3n(c2=O)CCCN=3)o1	-1.3	7.0	-8.4	-2.0	-2.5	-7.2	-3.4	0.0	-4.3	-0.4

Entries above printed as active in ADAM17 inh.
SMILES	MBD2 inh	Tn6 DDE FP	PLC-beta3 inh	ARFGAP1 inhibitor	Tn7 DDE FP	PLC-gamma1 inh	ASAP1 inh	proKLK7 act	UHRF1 MBD2 ctr	ADAM17 inh
C[C@@H]1CN([C@@H](C)CO)C(=O)Cc2cc(NC(=O)Nc3ccc(F)cc3)ccc2O[C@@H]1CN(C)Cc1ccc(Cl)c(Cl)c1	-0.5	-3.7	2.9	21.4	5.4	2.1	3.4	-0.4	0.0	13.0*

The list continues:
SMILES	MBD2 inh	Tn6 DDE FP	PLC-beta3 inh	ARFGAP1 inhibitor	Tn7 DDE FP	PLC-gamma1 inh	ASAP1 inh	proKLK7 act	UHRF1 MBD2 ctr	ADAM17 inh
CC(C)(C)NC(=S)NCCc1ccccc1	-0.6	3.4	2.7	-4.9	4.2	-0.7	1.1	0.3	-0.8	-1.1
O=C(NCc1ccccc1)C1CNCC(C(=O)NCc2ccccc2)C1 (stereo not given)	0.5	8.2	1.0	10.5	-0.7	-2.4	0.5	0.3	-0.7	-4.1
Cc1cc(C)nc(/N=C(\N)Nc2cccc([N+](=O)[O-])c2)n1	4.8	-2.5	3.8	10.5	-1.7	4.9	0.0	0.4	4.8	0.4
CC1=C(C(=O)Nc2ccc(CC(=O)NCc3ccccc3C)cc2)SCCO1	5.3	-3.1	-7.3	9.2	-4.4	-3.0	3.4	-0.2	1.4	-4.0
COC(=O)c1cc(OC)c(OC)cc1NC(=O)Nc1ccccc1OC	4.2	0.8	-6.7	2.0	0.9	-5.0	8.2	-1.1	-0.7	-36.8
O=C(CNC(=O)c1cccs1)NCC(=O)OCc1c(Cl)cccc1Cl	-3.2	8.4	0.1	10.0	-2.6	9.3	0.3	-0.1	-0.9	2.6
COc1ccc(-c2c(C)sc(NC(=O)c3ccnn3C)c2C#N)cc1	-7.7	6.8	-13.6	5.7	-0.9	-12.0	12.1	0.5	-3.7	-3.9
Cc1ccc(S(=O)(=O)N2CCN(C(=O)c3cc(S(=O)(=O)N(C)C)ccc3N3CCCC3)CC2)cc1	4.6	-0.1	-3.9	6.8	0.5	2.9	6.3	0.1	7.6	-4.3
CN(CC(=O)Nc1ccc(Cl)c(Cl)c1)C(=O)C12CC3CC(CC(C3)C1)C2	0.4	4.7	-0.6	2.3	-2.6	2.2	14.0	0.3	2.3	0.5

Assay outcomes as filed in PubChem BioAssay.
